Compound activity: PubChem BioAssay, several laboratories
Diaph inh CS: diaphorase inhibition or chemical oxidation counter-screen; diaphorase resazurin-to-resorufin fluorescence, NADH, 16 min; bacterial (C. kluyveri) enzyme, not human; inhibition, % at 20 µM; 0.69% of 190,000 active;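 active means primary screen inhibition at 20 µM above a set limit, cut at about 50% in these data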;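 further: plate controls were DMSO with full reaction for no effect and wells lacking NADH for full effect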
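Test system: Clostridium kluyveri diaphorase enzyme / Quantity: diaphorase at 0.14 U/mL in enzyme working solution / Incubation: 16-min room-temperature incubation before reading / Benchmarks: NADH-free wells as positive control, DMSO-only neutral wells / Signal: resorufin fluorescence 544/590 nm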
G6PDH counter: inhibits Leuconostoc G6PDH, flagging false hits in G6PDH-based assays | Purified L. mesenteroides G6PDH, diaphorase/resazurin coupled fluorescence, 45 min | inhibition, % at 5 µM | 0.12% of 200,000 active | AID 1020; in the data active means inhibition above about 50%
TLR4 MyD88 comp: TLR4-MyD88 interaction inhibition in cells | HeLa CL3-4 TLR4/MyD88 BLA complementation, FRET ratio | inhibition, % at 8.4 µM | O00206+Q99836 | AID 861 | 0.18% of 200,000 active; in the data active means inhibition above about 25%;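 further: 0% = vehicle and 100% = reference inhibitor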
Target sequence (O00206 whole entry, looked up): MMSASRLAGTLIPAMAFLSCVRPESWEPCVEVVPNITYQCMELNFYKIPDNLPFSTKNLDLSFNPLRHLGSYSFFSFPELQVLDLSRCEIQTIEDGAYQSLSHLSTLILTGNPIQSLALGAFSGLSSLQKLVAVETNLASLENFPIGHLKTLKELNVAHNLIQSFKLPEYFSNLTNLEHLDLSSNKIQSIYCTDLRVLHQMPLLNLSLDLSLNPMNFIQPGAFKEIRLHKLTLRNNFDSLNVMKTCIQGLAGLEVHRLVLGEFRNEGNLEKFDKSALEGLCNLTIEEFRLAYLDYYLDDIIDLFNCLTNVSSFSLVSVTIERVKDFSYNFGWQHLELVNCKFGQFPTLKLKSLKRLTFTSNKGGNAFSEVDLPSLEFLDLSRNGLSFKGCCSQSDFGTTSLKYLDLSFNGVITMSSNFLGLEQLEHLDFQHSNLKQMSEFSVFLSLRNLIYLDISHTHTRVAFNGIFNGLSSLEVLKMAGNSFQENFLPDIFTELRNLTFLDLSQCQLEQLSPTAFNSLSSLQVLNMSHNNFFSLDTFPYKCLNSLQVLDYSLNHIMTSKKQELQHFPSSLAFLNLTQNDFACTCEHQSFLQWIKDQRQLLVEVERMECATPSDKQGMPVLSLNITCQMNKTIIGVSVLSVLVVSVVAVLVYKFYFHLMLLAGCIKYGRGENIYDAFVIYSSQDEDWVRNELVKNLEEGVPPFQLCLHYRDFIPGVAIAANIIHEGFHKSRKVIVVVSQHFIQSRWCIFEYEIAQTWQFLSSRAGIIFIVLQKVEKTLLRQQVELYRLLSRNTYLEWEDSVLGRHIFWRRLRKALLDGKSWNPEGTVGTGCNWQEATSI
Target sequence (Q99836 whole entry, looked up): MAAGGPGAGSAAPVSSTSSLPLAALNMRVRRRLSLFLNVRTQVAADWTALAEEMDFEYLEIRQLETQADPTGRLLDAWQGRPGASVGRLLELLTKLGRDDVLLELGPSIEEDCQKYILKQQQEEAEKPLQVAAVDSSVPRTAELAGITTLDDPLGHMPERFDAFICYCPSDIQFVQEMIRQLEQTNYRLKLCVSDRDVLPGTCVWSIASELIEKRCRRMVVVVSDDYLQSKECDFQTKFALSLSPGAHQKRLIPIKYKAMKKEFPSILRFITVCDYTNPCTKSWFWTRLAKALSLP
NF-kB expr up: NF-kB expression increase, human neuronal cells; NF-kB reporter expression; active compounds read high; fold change at 12.5 µM; 1.6% of 190,000 active; AID 1239; in the data active means fold change above about 3.3
Diaph act CS: diaphorase activation or chemical reduction counter-screen; 0.005% of 190,000 active; activation factor at 20 µM; Diaphorase/resazurin coupled assay, resorufin fluorescence, 16 min; active compounds read high; 1 = vehicle wells, 0 = NADH-free wells;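 active means diaphorase activity raised at least twofold by the compound at 20 µM; inactive means activation factor below 2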
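Material: purified diaphorase enzyme from Clostridium kluyveri / Medium: HEPES pH 7.4 buffer with MgCl2 and Tween 20 / Schedule: enzyme reaction of 16 min at room temperature / Measured by: resorufin fluorescence, excitation 544 nm, emission 590 nm / Evaluation: rise in resorufin formation, marking diaphorase activation or chemical reduction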
FLuc stim CS: firefly luciferase counter-screen for stimulation assays | P08659 | ATPlite luciferase biochemical, luminescence, 10 min; 0 = ATP-free wells, 1 = DMSO control | activation factor at 10 µM | 200,000 tested, under 10 active | AID 1027;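 active means luciferase activation factor, scaled between plate controls, of at least 2 with compound at 10 µM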
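assay system = Luciferase/luciferin detection reagent, cell-free biochemical luciferase assay | also added = ATP substrate | times = 10 min post-reagent at room temperature | measured by = luminescence from luciferase reaction | measure = luciferase activation, seen as luminescence increase over controls | benchmarks = low control with PBS replacing ATP, high control enzyme plus ATP without compound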
APP 5'UTR act: APP 5'UTR luciferase reporter activation | SH-SY5Y APP 5'UTR luciferase reporter, luminescence; zero percent = DMSO vehicle wells | activation, % at 2 µM | 1% of 190,000 active;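 active means activation above a set limit, based on mean plus 3 SD of controls, cut at about 140% in these data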; further: values of inactives mirror those of a sister screen read the other way
APP 5UTR inh: APP translation inhibition. 0.82% of 190,000 active. inhibition, % at 2 µM. SH-SY5Y APP 5'UTR-luciferase reporter, luminescence;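 active means inhibition above a set limit, derived from the sample mean plus 3 SD, cut at about 45% in these data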; further: values of inactives mirror those of a sister screen read the other way
STAT1 act: STAT1 signaling activation. 2.6% of 200,000 active. NIH 3T3 STAT1-luciferase reporter, IFN-gamma, luminescence; 100% = IFN-gamma alone, no compound. activation (% of control), % at 5.5 µM;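 active means activation above the screen-wide mean activation plus 3 SD, cut at about 130% in these data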;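 further: raw ratio to IFN-gamma control signal so 100% means no change and 0% no light; values of inactives mirror those of a sister screen read the other way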
FLuc inhib CS: Photinus pyralis luciferase inhibition counter-screen. inhibition, % at 10 µM. ATPLite firefly luciferase biochemical luminescence, 10 min. 1.5% of 200,000 active. AID 1006. P08659;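 active means inhibition above about 50% when tested at 10 µM, limit read from the data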
* hit, by the source's call; · = not tested or not shown.

Second line of a record: Diaph inh CS, G6PDH counter, TLR4 MyD88 comp, NF-kB expr up, Diaph act CS, FLuc stim CS, APP 5'UTR act, APP 5UTR inh, STAT1 act, FLuc inhib CS
Cc1nn(Cc2ccccc2Cl)c(C)c1NC(=O)c1nc2ncccn2n1
    12.7, 7.1, 6.3, 0.92, 0.9, 1.1, 4.6, -4.6, 85.6, -9.5
Cc1ccc(SCC(=O)NCC2CCCO2)cc1 (centres undefined)
    -3.8, 9.4, 1.9, 1.41, 1, 1, 3.8, -3.8, 107.1, 4.4
O=C(c1cn(-c2ccccc2)nc1-c1ccccc1)N1CCN(c2ccccn2)CC1
    -4.8, 3.0, 10.6, 1.12, 1, 0.8, 13.6, -13.6, 116.1, 19.8
COc1ccc(OC)c(S(=O)(=O)N2CCC(C(=O)N3CCOCC3)CC2)c1
    7.3, 11.2, -14.2, 0.84, 0.9, 1, -7.4, 7.4, 97.4, -1.9
Cc1ccc2cc(C#N)c(SCC(=O)N3CCCc4ccccc43)nc2c1
    18.1, -5.5, -8.2, 1.13, 0.8, 1, 7.2, -7.2, 99.7, 0.0
Cn1c(C(=O)NCCCN2CCCC2=O)cc2c(=O)n(C)c3ccccc3c21
    35.1, -7.7, -5.3, 0.98, 0.6, 1, -4.3, 4.3, 100.2, -1.4
Cc1ccccc1CS(=O)(=O)Cc1ccc(C(=O)NCC2CCCO2)o1 (centres undefined)
    13.1, 0.2, -11.0, 0.94, 0.9, 1, -10.2, 10.2, 89.9, -3.2
CCc1ccccc1NCC(=O)Nc1ccc(Cl)c(C(F)(F)F)c1
    23.4, 1.4, -11.7, 1.23, 0.8, 1.1, -9.3, 9.3, 101.3, -7.7
O=C(c1cccnc1)N1CCN(Cc2cccc(F)c2)CC1
    12.9, 5.4, -23.5, 1, 0.9, 1.1, -7.4, 7.4, 96.7, -9.6
O=[N+]([O-])c1ccccc1-c1cc(-c2cc(Cl)ccc2O)n[nH]1
    15.1, 10.1, 6.6, 1.18, 0.8, 1.1, -2.8, 2.8, 101.8, -5.1
O=C(NCCN1CCOCC1)c1ccc(CS(=O)(=O)c2ccc(Br)cc2)o1
    ·, ·, 6.2, ·, ·, ·, 11.9, -11.9, 97.4, ·
Cc1cc(NC(=O)CSc2nnc(-c3cccnc3)n2N)no1
    4.5, -2.7, -2.8, 1.09, 1, 1.1, -0.2, 0.2, 102.8, -7.2
O=C(Nc1nc2ccc(S(=O)(=O)N3CCCCC3)cc2s1)c1ccncc1
    11.5, 16.1, -9.1, 1.09, 0.9, 1, -16.2, 16.2, 102.2, 1.0
CC(C)(C)c1[nH]nc2c1C(c1ccoc1)C(C#N)=C(N)O2 (centres undefined)
    0.0, 11.0, -0.3, 0.99, 1, 1, 12.6, -12.6, 72.8, 2.5
N#CC1=C2SCN(Cc3ccccc3)CN2C(=O)CC1c1ccc2c(c1)OCO2 (centres undefined)
    46.1, -10.4, -15.4, 1.07, 0.5, 1, 1.6, -1.6, 94.8, 3.8

Fetched by structure from above, 2 records:
Second line of a record: Diaph inh CS, G6PDH counter, TLR4 MyD88 comp, NF-kB expr up, Diaph act CS, FLuc stim CS, APP 5'UTR act, APP 5UTR inh, STAT1 act, FLuc inhib CS
CC(C)(C)c1[nH]nc2c1C(c1ccoc1)C(C#N)=C(N)O2 (centres undefined)
    0.0, 11.0, -0.3, 0.99, 1, 1, 12.6, -12.6, 72.8, 2.5
Cn1c(C(=O)NCCCN2CCCC2=O)cc2c(=O)n(C)c3ccccc3c21
    35.1, -7.7, -5.3, 0.98, 0.6, 1, -4.3, 4.3, 100.2, -1.4

Further compounds
Second line of a record: Diaph inh CS, G6PDH counter, TLR4 MyD88 comp, NF-kB expr up, Diaph act CS, FLuc stim CS, APP 5'UTR act, APP 5UTR inh, STAT1 act, FLuc inhib CS
O=C1c2ccc3c4c(ccc(c24)C(=O)N1c1cccc(O)c1)CC3
    -0.2, 4.8, -4.4, 1.14, 1, 1, 13.8, -13.8, 102.6, -4.1
COc1ccccc1C1=Nn2c(COc3ccccc3)nnc2SC1
    17.2, 2.9, -8.6, 1.05, 0.8, 1, -17.1, 17.1, 86.4, -0.2
O=C(Nc1ccccc1)c1ccc(=O)n(Cc2cccc(Cl)c2)c1
    7.5, 12.6, -4.7, 1.38, 0.9, 1.1, -12.5, 12.5, 84.2, -6.4
CCOc1cccc(/C=N/N2C(=O)CSC2=S)c1O
    24.6, 10.1, -13.8, 1.38, 0.8, 0.9, 36.8, -36.8, 89.8, 8.1
Cc1cccnc1NC(=S)NC(=O)c1cccs1
    24.0, 10.0, 10.1, 5.05*, 0.8, 0.3, 198.5*, -198.5, 173.5*, 70.6*
O=C(Nc1ccc(S(=O)(=O)NCCc2ccccc2)cc1)c1ccc(Br)o1
    27.3, 9.3, 9.1, 1.05, 0.7, 1.1, 6.1, -6.1, 101.3, -8.7
Cc1cc(NC(=O)CSC2=Nc3ccccc3C3=NC(Cc4ccccc4)C(=O)N23)n[nH]1 (centres undefined)
    32.7, -8.1, 2.9, 1.16, 0.7, 1, -9.3, 9.3, 101.6, -3.2
Cc1ccn2c(C(=O)N/N=C\c3ccc4c(c3)OCO4)c(C)nc2c1
    9.2, 18.9, 15.0, 1, 0.9, 1.1, 3.8, -3.8, 103.0, -5.3
COc1ccc(NC(=O)C(C)N(c2ccc(C)cc2)S(C)(=O)=O)c(OC)c1 (centres undefined)
    4.8, -5.3, -5.7, 0.8, 1, 1, -8.1, 8.1, 88.7, -4.6
CCOc1ccccc1NC(=O)Cn1nnc(-c2ccc(OCC)c(OCC)c2)n1
    -0.9, 1.7, -6.9, 1.09, 1, 1, 17.5, -17.5, 96.9, -4.6
CC(C)Nc1nnc(SCC(=O)Nc2ccc(F)cc2)s1
    17.7, 10.9, 5.8, 0.89, 0.8, 1, -1.9, 1.9, 98.3, 0.1
CCSc1nc2ccccc2c(=O)n1-c1c(C)n(C)n(-c2ccccc2)c1=O
    17.8, 0.5, -13.0, 1.27, 0.8, 1, 7.9, -7.9, 93.0, -4.2
O=C(CSc1nnc(Cn2c(=O)sc3ccccc32)n1-c1ccccc1)Nc1nccs1
    21.9, -2.9, -6.4, 0.96, 0.8, 1, 2.4, -2.4, 97.3, -2.6
CCOC(=O)C1CCN(C(=O)c2ccc(NS(=O)(=O)c3ccc(F)cc3C)cc2)CC1
    12.4, 7.5, 5.2, 0.93, 0.9, 1, 14.5, -14.5, 96.3, -2.1
O=C(c1cccs1)N1N=C(c2ccc(O)cc2)CC1c1ccccc1 (centres undefined)
    13.6, -3.0, 13.2, 1.13, 0.9, 1.1, 7.0, -7.0, 87.6, -5.7
O=C(C1CC12CCCC2)N1CCC(CO)(Cc2ccccc2Cl)CC1 (centres undefined)
    23.6, 17.8, -1.7, 1.03, 0.8, 1, 1.5, -1.5, 106.1, -1.9
NS(=O)(=O)c1ccc(NC(=O)COC(=O)CSc2n[nH]c(-c3ccccc3)n2)cc1
    14.9, 1.7, -6.5, 1.81, 0.9, 1, 7.8, -7.8, 101.1, 1.0
COc1cc(NC(=O)c2ccc(NS(=O)(=O)c3c(C)noc3C)cc2)cc(OC)c1
    19.3, 12.8, -8.5, 0.97, 0.8, 1.1, -7.6, 7.6, 102.0, -6.7
CN(CCCNC(=O)CSc1cc(=O)n(C)c2ccc(Cl)cc12)Cc1ccccc1
    15.3, 3.3, 2.9, 1.19, 0.8, 1.1, -13.7, 13.7, 106.7, -5.0
Cc1ccc(OC(=O)NC2CCS(=O)(=O)C2)cc1C (centres undefined)
    11.7, 2.9, -9.2, 1.17, 0.9, 1, 1.1, -1.1, 99.0, -0.3
COc1cc(/C=N/NC(=O)c2cccc(NC(=O)c3ccccc3Cl)c2)ccc1O
    15.2, 5.6, 6.8, 0.6, 0.8, 0.9, 5.2, -5.2, 101.3, 10.1
Cc1cccc(OC(=O)c2ccc3nccnc3c2)c1
    9.8, 10.4, -0.4, 0.89, 0.9, 0.8, 10.7, -10.7, 108.3, 16.1
CN1C=CC=C/C1=C1\SC(=S)N(c2ccccc2)C1=O
    4.6, 3.6, -10.3, 1.04, 1, 1, -11.8, 11.8, 106.5, -3.8
O=C(COC(=O)c1ccc(Cl)c(Cl)c1)Nc1cccnc1Cl
    13.2, 11.8, 9.9, 1.23, 0.9, 1.1, -7.8, 7.8, 103.4, -9.9
COc1ccc(OCC(=O)NNC(=O)c2cccc(C)c2)cc1
    2.2, 6.6, -3.6, 1.07, 1, 1, 16.1, -16.1, 102.9, -0.5
O=C1CCCc2c1cc(C(=O)NCCCN1CCOCC1)c(=O)n2-c1ccc(Cl)cc1
    21.8, -8.5, 0.8, 0.95, 0.8, 1, -15.0, 15.0, 103.5, -1.8
NCCCC[C@@H]1NC(=O)[C@H](CCC(=O)O)NC(=O)c2cc([N+](=O)[O-])cc(I)c2NCC[C@@H](C(N)=O)NC1=O
    -1.8, 8.5, 0.2, 1.17, 1, 1, -18.9, 18.9, 103.4, 3.4
O=C(CCc1ccc(S(=O)(=O)NCc2ccccc2)cc1)NCc1cccnc1
    6.9, -0.5, -16.1, 0.99, 0.9, 1.1, -2.3, 2.3, 95.1, -6.3
Clc1ccc(SCCCCn2ccnc2)cc1
    10.5, -2.1, 3.1, 1.08, 0.9, 1, -7.0, 7.0, 92.8, -4.1
O=C(Cn1nnc(-c2ccccc2-n2cnnn2)n1)c1ccccc1
    0.2, 27.0, 7.0, 1.08, 1, 1, 2.5, -2.5, 95.5, -1.7
Cc1nc2ccccc2c2oc(C(=O)N3CCN(C(=O)c4ccco4)CC3)cc12
    5.7, -18.9, -6.2, 0.3, 0.9, 1, -10.0, 10.0, 96.3, 3.2
Cc1nn2c(-c3ccccc3)c(-c3ccccc3)nc2[nH]c1=O
    25.8, 3.8, 5.0, 1.09, 0.7, 1, 22.9, -22.9, 102.4, -4.7
Cc1ccccc1NC(=S)NC(=O)CCc1ccccc1
    -0.8, 8.6, 12.5, 1, 1, 1, -6.5, 6.5, 95.5, -1.5
COc1ccc(N2CCN(C(=O)c3ccc(COc4ccc5c(C)cc(=O)oc5c4)cc3)CC2)cc1
    10.8, -1.1, -7.7, 0.62, 0.9, 1.1, -23.0, 23.0, 103.3, -7.9
CC(C)CNC(=O)COc1cccc(C(=O)NCc2ccccc2)c1
    1.7, -1.2, -4.7, 0.92, 1, 1, 4.6, -4.6, 95.4, 0.5
O=S(=O)(Nc1nc2ccccc2nc1NCCN1CCOCC1)c1cccc(Cl)c1
    15.3, 11.1, -4.0, 1.01, 0.8, 1.1, -1.9, 1.9, 105.0, -6.0
COc1ccc(CCNC(=O)CCNC(=O)c2ccc(Br)cc2)cc1OC
    7.3, 25.5, 0.0, 1.07, 0.9, 1, -12.3, 12.3, 97.1, -0.8
Cc1nc(Sc2nnnn2C)c2c3c(sc2n1)CCC3
    14.1, -6.2, 12.5, 12.3*, 0.9, 1.1, -6.5, 6.5, 86.0, -9.3
Cc1ccc(NC(=O)c2cnc(N3CCN(c4ccccn4)CC3)c3ccccc23)c(Br)c1
    12.9, 4.0, -0.8, 0.48, 0.9, 1, -3.0, 3.0, 91.3, -2.4
O=C(Cc1ccccc1)Nc1ccc2c(c1)CCC2
    10.8, 10.8, -1.6, 1.96, 0.9, 0.9, 32.1, -32.1, 132.9*, 14.9
Cc1ccc(Oc2cc(-n3nc(C)cc3C)ncn2)cc1
    14.0, 0.4, -12.1, 1.29, 0.9, 0.9, 9.4, -9.4, 104.7, 5.6
